# Efflux pump inh = inhibitors of Candida antifungal efflux pumps expressed in yeast | 330,000 tested, 0.44% active | inhibition, % at 10 µM | S. cerevisiae Candida pump triplex, Nile Red efflux;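 active = plate passing quality check with inhibition over a set limit, or well fluorescence over plate mean plus 4 SD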;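 note: Nile Red retained in pooled yeast measured as flow cytometry median fluorescence; 0% = buffer negative control and 100% = Enniatin B positive control; higher means more Nile Red kept so more efflux inhibition; some compounds called inactive have numbers as strong as hits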
# PREPL inh = human PREPL enzyme inhibition. Q4J6C6. recombinant PREPL, fluorescence polarization activity-based probe. inhibition, % at 5.96 µM. 320,000 tested, 0.68% active. AID 2751; in the data active = inhibition above about 43%;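 note: 0% = enzyme with DMSO and 100% = wells lacking enzyme; many of its hits are not listed in these tables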
# Target sequence (Q4J6C6 whole entry, looked up): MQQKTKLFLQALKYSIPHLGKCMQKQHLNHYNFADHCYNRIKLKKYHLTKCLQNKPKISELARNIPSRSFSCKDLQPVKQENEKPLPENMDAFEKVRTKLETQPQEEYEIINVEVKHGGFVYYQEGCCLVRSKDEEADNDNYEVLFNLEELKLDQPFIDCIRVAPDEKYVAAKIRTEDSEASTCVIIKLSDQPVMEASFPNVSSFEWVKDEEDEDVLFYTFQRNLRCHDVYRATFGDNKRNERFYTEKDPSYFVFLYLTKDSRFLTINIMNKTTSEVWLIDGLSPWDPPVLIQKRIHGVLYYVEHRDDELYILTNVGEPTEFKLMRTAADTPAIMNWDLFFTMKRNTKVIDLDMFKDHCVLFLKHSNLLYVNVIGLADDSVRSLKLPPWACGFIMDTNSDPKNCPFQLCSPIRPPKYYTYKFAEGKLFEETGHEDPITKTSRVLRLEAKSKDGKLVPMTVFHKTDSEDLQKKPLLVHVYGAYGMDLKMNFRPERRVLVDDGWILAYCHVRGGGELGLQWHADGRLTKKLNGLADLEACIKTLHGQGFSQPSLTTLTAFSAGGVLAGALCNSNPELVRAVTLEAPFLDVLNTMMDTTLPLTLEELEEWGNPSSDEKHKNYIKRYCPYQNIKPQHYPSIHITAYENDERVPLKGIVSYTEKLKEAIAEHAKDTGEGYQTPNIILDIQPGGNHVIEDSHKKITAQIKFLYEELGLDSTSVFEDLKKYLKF
# PP5 primary = PP5 (human) phosphatase inhibition; P53041; purified PP5c, OMFP substrate fluorescence; inhibition, % at 6.7 µM; 320,000 tested, 0.18% active; AID 1987;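 active = inhibition above the campaign's mean inhibition across all tested compounds plus 3 SD, cut at about 9.5% in these data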;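 note: 0% = DMSO only and 100% = 100 µM cantharidin control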
# HCV core dimer = blocks dimerization of HCV core protein; 300,000 tested, 0.33% active; AID 1899; inhibition, % at 5 µM; TR-FRET GST/Flag-core106 dimerization, 1536-well;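 active = inhibition above the mean of all tested compounds plus 3 SD, set per screening campaign, cut at about 45% in these data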
#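 Material: Tagged HCV core106 pair (GST and Flag) | Amount: GST-core106 13.5 nM, Flag-core106 17 nM | Medium: KF-containing HEPES buffer, pH 7.45, DTT, CHAPS, BSA | Reagent: Eu donor and XL665 acceptor anti-tag antibodies | Schedule: 4 h at 22.5 °C | Technique: Time-resolved FRET, ex 340 nm, em 617 and 671 nm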
# TPT1 inhibitor = inhibitors of Candida albicans tRNA 2'-phosphotransferase TPT1; recombinant caTPT1, FP RNA substrate dephosphorylation; inhibition, % at 5 µM; 300,000 tested, 0.81% active;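 active = inhibition above the mean of all tested compounds plus 3 SD, set per screening campaign, cut at about 24% in these data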;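 note: plate controls were DMSO alone for no effect and ferristatin control at 100 nM for full effect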
# PP1 inh = counter-screen for PP5 inhibitors: inhibitors of human PP1-alpha. purified PP1alpha, OMFP fluorescence. inhibition, % at 6.7 µM. 320,000 tested, 0.9% active. AID 2235;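 active = inhibition above the mean inhibition of all tested compounds plus 3 SD, computed separately for each screening campaign, cut at about 15% in these data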
# Target sequence (P62136 whole entry, looked up): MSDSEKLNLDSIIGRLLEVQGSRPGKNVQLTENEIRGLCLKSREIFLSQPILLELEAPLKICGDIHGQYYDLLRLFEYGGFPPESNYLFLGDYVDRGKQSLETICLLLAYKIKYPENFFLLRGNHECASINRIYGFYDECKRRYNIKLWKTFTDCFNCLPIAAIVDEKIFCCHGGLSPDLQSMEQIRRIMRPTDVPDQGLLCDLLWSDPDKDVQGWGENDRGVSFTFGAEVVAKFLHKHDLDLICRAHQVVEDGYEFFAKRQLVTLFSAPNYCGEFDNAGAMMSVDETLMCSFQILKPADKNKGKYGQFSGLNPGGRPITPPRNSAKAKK
# ZTA counter = ZTA (EBV) inhibition in EBNA-1 counter-screen; ZTA-DNA binding, fluorescence polarization; inhibition, % at 11 µM; 320,000 tested, 0.15% active; AID 2234; in the data active = inhibition above about 33%
# EBNA-1 inh = blocks EBNA-1 binding to DNA | 300,000 tested, 0.34% active | EBNA-1 DNA binding, fluorescence polarization | inhibition, % at 14.8 µM; in the data active = inhibition above about 28%
# CTSL1 counter = counter-screen for PFM18AAP inhibitors: inhibitors of F. hepatica cathepsin L1; AID 1906; recombinant F. hepatica cathepsin L1, Z-Leu-Arg-MCA fluorescence; 300,000 tested, 0.49% active; inhibition, % at 5.96 µM;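 active = inhibition above the mean of all tested compounds plus 3 SD, set per screening campaign, cut at about 17% in these data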;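 note: 0% = plate median of test compound wells and 100% = 1 µM Z-Phe-Ala-diazomethylketone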
# Starred values were filed as active, the others as inactive; nt = no result given. The list is partial; the hit share may differ from the screen's.
structure,PREPL inh,EBNA-1 inh,HCV core dimer,ZTA counter,PP5 primary,Efflux pump inh,PP1 inh,CTSL1 counter,TPT1 inhibitor
CNC(=O)NC(=O)CSc1cccc(C(F)(F)F)c1,1,-2,2,4,0.8,0.0,0,-3,2
COC(=O)COc1cccc(NC(=O)c2ccccc2)c1,3,-9,-3,3,4.5,0.1,-1,-3,-4
O=C(O)c1cc(-c2ccc(O)cc2)nc2ccccc12,0,-6,-1,5,-0.9,0.2,-1,6,0
O=S(=O)(Nc1cccc(CO)c1)c1cccs1,6,4,0,8,-1.4,-0.1,-4,-4,2
COc1cc(Cc2cc(N)nc(N)n2)cc(OC)c1OC,5,8,6,4,0.2,0.1,-4,-1,-3
O=C(Nc1ccc(-c2cn3ccsc3n2)cc1)C1COc2ccccc2O1 (centres undefined),26,-8,-3,0,1.8,-0.1,-1,6,-1
Cc1nn(Cc2ccccc2)c(C)c1/C=N/NC(=O)CNc1cccc(C(F)(F)F)c1,15,6,9,-2,3.7,-0.1,-1,4,5
CCn1c(SCc2nc3scc(-c4ccccc4)c3c(=O)[nH]2)nnc1-c1ccc(Cl)cc1,7,-7,2,6,0.7,-0.5,-1,-2,7
Cc1c(NC(=O)C(C)OC(=O)COc2ccc(C#N)cc2)c(=O)n(-c2ccccc2)n1C (centres undefined),-4,9,3,3,-2.9,-0.1,-5,1,-2
COc1ccccc1-c1nnc(NC(=O)c2ccc(S(=O)(=O)N(C)CC3CCCO3)cc2)o1 (centres undefined),-6,3,4,1,3.2,-0.1,17*,-1,-4
Cc1ccc(/C=N/NC(=O)c2nnn(-c3nonc3N)c2CSc2ccccc2)cc1,-8,4,8,-3,0.4,0.1,0,0,2
O=C(NCCNS(=O)(=O)c1ccccc1Cl)c1cc(OCC(F)(F)F)ccc1OCC(F)(F)F,5,4,-1,8,0.4,-0.2,0,4,-6
Cc1cc2oc(=O)cc(CSc3nc(N)cc(N)n3)c2cc1C,2,-8,5,-16,3.1,-0.2,1,-7,3
Cc1cc(C)cc(NC(=O)CCNS(=O)(=O)c2cc(Br)cnc2N)c1,-11,7,6,8,1.6,0.0,0,1,-4
COc1ccc(C(=O)NC(=S)Nc2ccccc2N2CCCCC2)cc1[N+](=O)[O-],26,4,12,16,-1.6,-13,1,1,-4
CCNC(=O)N1CCCC(C(=O)c2ccc(C(F)(F)F)cc2)C1 (centres undefined),-3,2,-6,-2,-0.2,0.0,-2,1,-5
CCOC(=O)Cc1c(C)c2c(O)cc(O)cc2oc1=O,-1,-9,-6,-3,2.7,0.0,-8,-1,-5
CCOC(=O)C1=C(COC(=O)CC(C)c2ccccc2)NC(=O)NC1C (centres undefined),-3,nt,nt,-3,2.0,0.2,-2,nt,nt
COC(=O)c1cc(OC)c(OC)cc1NC(=O)Cc1cccs1,2,4,-4,10,1.6,0.1,-1,-1,-2
Cn1c(=O)[nH]c(=O)c2c1nc(Br)n2CC(O)c1ccccc1 (centres undefined),15,12,-7,-6,-0.5,-0.1,-1,-5,1
Cc1sc2ncnc(N3CCC(C(=O)Nc4cc(Cl)ccc4Cl)CC3)c2c1C,-4,8,8,-3,0.9,0.0,2,5,-3
CCN1CCN(C(=O)c2ccc(OC3CCN(CCc4ccccc4)CC3)cc2)[C@@H](C)C1=O,18,5,-3,6,-0.3,0.7,-3,2,-5
COc1cc(CN2CCN(CCc3ccccc3)C(CCO)C2)cc(OC)c1 (centres undefined),-6,4,1,5,-0.1,0.0,-4,4,1
Cc1onc(-c2ccccc2)c1C(=O)OCC(=O)Nc1cccc(Cl)c1,2,nt,nt,-7,5.7,0.0,1,nt,nt
Cc1ccc(CNC(=O)C(C)C2Sc3ccccc3NC2=O)cc1 (centres undefined),-28,6,2,9,-1.5,0.0,-5,-1,3
O=C(Nc1cc(Cl)ccc1O)c1cc2n(n1)C(C(F)(F)F)CC(c1ccc3c(c1)OCO3)N2 (centres undefined),32,9,7,0,5.8,0.0,10,-1,2
CC1(C)C2CCC1(CS(=O)(=O)Nc1ccccc1)C(=O)C2 (centres undefined),-13,-9,0,7,-0.3,0.1,-2,-1,1
C=C1c2cc(OC)ccc2NC(=O)N1CC,-3,-2,-5,0,3.3,0.1,-2,-4,-4
COc1ccccc1NC(=O)Cc1noc(CSc2nnc(N)s2)n1,9,0,-1,13,2.3,0.2,-3,0,2
O=C(CSc1n[nH]c(-c2ccccc2)n1)NCc1cccc(C(=O)O)c1,-6,-1,3,8,1.3,-0.1,-2,-1,12

# Rewritten field by field: 4 of the compounds above
COc1ccccc1NC(=O)Cc1noc(CSc2nnc(N)s2)n1
  PREPL inh: 9	EBNA-1 inh: 0	HCV core dimer: -1	ZTA counter: 13	PP5 primary: 2.3	Efflux pump inh: 0.2	PP1 inh: -3	CTSL1 counter: 0	TPT1 inhibitor: 2

COc1cc(CN2CCN(CCc3ccccc3)C(CCO)C2)cc(OC)c1 (centres undefined)
  PREPL inh: -6	EBNA-1 inh: 4	HCV core dimer: 1	ZTA counter: 5	PP5 primary: -0.1	Efflux pump inh: 0.0	PP1 inh: -4	CTSL1 counter: 4	TPT1 inhibitor: 1

Cc1onc(-c2ccccc2)c1C(=O)OCC(=O)Nc1cccc(Cl)c1
  PREPL inh: 2	EBNA-1 inh: nt	HCV core dimer: nt	ZTA counter: -7	PP5 primary: 5.7	Efflux pump inh: 0.0	PP1 inh: 1	CTSL1 counter: nt	TPT1 inhibitor: nt

O=C(Nc1cc(Cl)ccc1O)c1cc2n(n1)C(C(F)(F)F)CC(c1ccc3c(c1)OCO3)N2 (centres undefined)
  PREPL inh: 32	EBNA-1 inh: 9	HCV core dimer: 7	ZTA counter: 0	PP5 primary: 5.8	Efflux pump inh: 0.0	PP1 inh: 10	CTSL1 counter: -1	TPT1 inhibitor: 2

# Other entries.
structure,PREPL inh,EBNA-1 inh,HCV core dimer,ZTA counter,PP5 primary,Efflux pump inh,PP1 inh,CTSL1 counter,TPT1 inhibitor
CCOc1ccc(C2NC(=O)Cc3cc(OC)c(OC)cc32)cc1 (centres undefined),-2,4,-2,-7,-0.6,-0.2,24*,-2,-1
CNc1c([N+](=O)[O-])cnn1-c1ccc(C)cc1,2,1,-2,-8,-1.9,0.0,0,3,-1
Cc1ccnc(NC(=O)CNC(=O)c2ccc(Br)o2)c1,4,-14,-2,-12,-0.8,0.1,-4,2,-4
Cn1c(=O)c2c(O)c(Cc3ccccc3)c(=O)n(C)c2n(C)c1=O,-2,-1,0,-8,-2.5,0.0,1,-1,-2
CC(NC(=O)c1cc(-c2ccccc2)nc2ccccc12)C1CCCO1 (centres undefined),8,1,-4,-4,-2.5,-0.4,-4,3,-3
CCOc1ccc2nc(NC3=NC(c4ccc(OC)cc4)CC(=O)N3)nc(C)c2c1 (centres undefined),10,-6,11,11,3.7,0.2,39*,-7,26*
CCCCCN=C(C)c1c(O)c2ccccc2oc1=O,21,4,-1,-5,0.6,0.0,-1,1,-2
COc1ccc(CNC(=O)C/C(C)=N/NC(=O)COc2ccc(C)cc2Br)cc1,-10,-2,0,13,-2.2,0.1,-1,0,-2
Cn1c(=O)c2ncn(CC(=O)Nc3cc(C(F)(F)F)ccc3N3CCOCC3)c2n(C)c1=O,0,6,1,6,-0.6,-0.2,-5,2,-1
Cc1ccc(CNS(=O)(=O)c2ccc3c(c2)NC(=O)C(C)S3)cc1 (centres undefined),-2,3,10,11,0.8,0.1,-3,-1,2
OC(CNC1Cc2ccccc2C1)c1ccccc1 (centres undefined),2,8,10,8,-2.5,0.0,-2,0,1
CCn1cc(C(=O)NC2CCCCC2)c(=O)c2ccc(C)nc21,11,0,-1,6,3.4,0.0,0,3,2
C=CCOc1cccc(C2C(C(=O)c3cc4ccccc4o3)=C(O)C(=O)N2c2cc(C)on2)c1 (centres undefined),15,19,-1,12,1.5,0.0,28*,2,2
O=C(N1CCCCCC1)N1CCN(S(=O)(=O)N2CCCCC2)CC1,-15,-7,1,8,0.3,0.1,-5,-2,-1
C/C(=N\OCC(=O)O)c1ccc(Cl)cc1,-5,9,4,20,-2.5,0.0,-6,-1,1
COc1ccc(-n2cc(CNC3CCN(C)CC3)c(-c3cccc(F)c3)n2)cc1,10,0,-3,-37,0.4,0.0,1,-5,0
CN(CC(=O)NC1CCCCCC1)S(=O)(=O)c1ccc2c(c1)n(C)c(=O)c(=O)n2C,0,5,-4,12,-1.0,-0.1,-6,0,-2
O=C(N/N=C1\CC2CC=CC12)c1ccccc1Cl (centres undefined),5,2,-2,-21,1.5,-0.2,-4,-1,3
CCOCCCNC(=O)C1CCN(C(=O)Nc2ccc(C)cc2)CC1,3,6,-7,6,-1.1,-0.2,2,0,15
Cc1c(CCOC(=O)C23CC4CC(CC(C4)C2)C3)sc[n+]1Cc1ccccc1,20,-2,-7,-1,2.0,0.0,-1,-2,0
CC(=O)C1=NN(c2ccccc2)C(c2cccs2)N1c1ccc(N(C)C)cc1 (centres undefined),1,-4,2,8,2.4,0.1,-4,-3,-1
CCOc1ccc(-n2c(C)c(C(=O)O)c3cc(OC)ccc32)cc1,27,9,2,2,0.8,-0.2,5,0,-2
Cc1c(NC(C)c2cc(Cl)ccc2O)c(=O)n(-c2ccccc2)n1C (centres undefined),0,-4,-1,-14,0.4,-0.1,2,12,-1
NS(=O)(=O)c1ccc(NC(=O)CSc2n[nH]c(=O)n2C2CC2)cc1,1,nt,nt,-1,0.3,-0.1,-5,nt,nt
O=C1c2ccccc2C(Nc2ccc3c(c2)OCCO3)N1Cc1ccco1 (centres undefined),6,0,-3,-9,1.6,0.0,-6,-3,-4
O=C(NCc1ccccc1)C1CC2CCCC(C1)C2=O (centres undefined),-5,-9,-4,-9,-0.7,0.0,-1,3,-2
CCOC(=O)CN(C(=O)CSc1nnc(COc2ccc(OC)cc2)n1C)c1ccccc1,6,-3,6,-11,3.5,0.1,-3,-4,-3
COc1ccc(-c2cc(C(=O)n3cnc4ccccc43)c3ccccc3n2)cc1,-5,-1,5,0,3.8,0.1,-1,4,2
COc1cccc(N(C(=O)c2snc(C(N)=O)c2N)C(C(=O)NCC2CCCO2)c2ccc3ncccc3c2)c1 (centres undefined),-5,3,4,0,0.0,0.0,-3,2,-1
COc1ccc(C(C(=O)NC2CCCC2)N(CCO)C(=O)Cn2nnc(-c3ccc(C)o3)n2)cc1OC (centres undefined),5,-5,1,-5,0.3,0.1,-3,2,-4
N[C@@H](Cc1ccccc1)C(=O)N1CCC(C(=O)NCC(=O)Nc2ccc(F)cc2)CC1,22,1,-20,4,1.1,-0.4,4,0,-2
O=C(NCC(c1cccs1)N1CCc2ccccc21)c1ccccc1 (centres undefined),-12,1,3,17,2.8,-0.1,0,3,0
CCCNC(=S)N1CCN(Cc2ccc3c(c2)OCO3)CC1,11,-3,-6,-9,-1.1,0.1,1,1,1
COc1ccc(S(=O)(=O)N2CCN(c3ccccc3)CC2)cc1C(=O)N1CCCC1,-20,-3,-7,-9,2.2,0.1,1,-1,0
CCCn1nnnc1NCc1ccc(OC)cc1OC,8,-3,-5,8,0.2,0.0,-2,1,2
CCOC(=O)c1cc2sccc2n1CC(=O)C(C)(C)C,6,12,1,10,1.9,0.0,3,-3,-2
O=c1[nH]c(SCc2cccc(F)c2)nc2c1CCCC2,0,6,-5,-10,1.1,0.0,1,-3,-1
O=C1N(Cc2ccccc2)c2ccc(Cl)cc2C12OCCO2,12,1,0,-10,1.9,0.2,-4,-7,1
O=C(O)CCn1c(=O)n(CCC(=O)O)c(=O)n(CCC(=O)O)c1=O,5,-2,-2,12,-0.4,0.1,-2,0,3
CCOC(=O)c1ccc(NC(=O)c2nc[nH]c2C(=O)N(CC)CC)cc1,12,6,-11,-23,1.9,-0.1,-3,2,-1
Cc1nnc(NC(=O)CSc2nccn2Cc2ccccc2)s1,-3,2,0,-5,1.6,0.0,-1,-2,1
O=C(NCC1CCCO1)C1CCC(=O)N1Cc1ccccc1Cl (centres undefined),0,3,-1,0,-1.6,0.0,-2,0,-1
